Spn PMK inh: blocks S. pneumoniae phosphomevalonate kinase. actives 0.49% (n = 65,000). inhibition, % at 10 µM. purified PMK, PK/LDH-coupled NADH absorbance 340 nm. AID 539;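 active means top-ranked compounds by inhibition in the single 10 µM screen, taking a fixed number of the strongest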;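 further: 0% = full reaction with DMSO carrier and 100% = background rate without enzyme reaction; no value below 0 was filed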
LYP inhibition: LYP phosphatase inhibitors, primary screen, biochemical, DiFMUP fluorescence, recombinant catalytic domain, 10 µM (AID 606). 52,000 tested, under 10 active. recombinant LYP catalytic domain, DiFMUP fluorescence; higher % means a stronger effect. inhibition, % at 10 µM, or IC50 in µM where a hit was titrated;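 active means IC50 under 40 µM in the dose-response test; inactive means IC50 of 40 µM or more, or never dose-tested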
DPM-DC inhibit: blocks S. pneumoniae diphosphomevalonate decarboxylase; purified DPM-DC, PK/LDH coupled NADH fluorescence; calls only at 10 µM; actives 0.49% (n = 65,000); AID 556;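 active means the 320 compounds with the highest percent inhibition in the single-dose primary screen, excluding strongly autofluorescent ones, cut at about 32% in these data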;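 further: kinetic rate of NADH fluorescence loss reporting ADP formed by the decarboxylase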
MK inhibit: inhibitors of Streptococcus pneumoniae mevalonate kinase. purified MK, PK/LDH-coupled NADH absorbance 340 nm. inhibition, % at 10 µM. actives 0.48% (n = 65,000);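 active means ranked among the strongest by inhibition in the single 10 µM screen, a fixed top-ranked set picked for dose follow-up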; further: no value below 0 was filed
HT1080 cytotoxicity: HT1080 cell viability loss – fluorescence readout (AID 620) | actives 0.42% (n = 87,000) | one-dose cytotoxicity, % at 10 µM; EC50 in µM for titrated hits | HT1080 viability, fluorescence; higher % means a stronger effect; in the data active means cytotoxicity above about 50%;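 further: cells exposed to compound overnight then 4 h with Alamar Blue; 0% = vehicle DMSO and 100% = killing control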
The depositor's hits bear a star. Not all compounds are listed; count on the stated rates, not on these rows.

How did Cc1ccc(C(=O)NC(Cc2c[nH]c3ccccc23)C(=O)O)cc1 (configuration not stated) do in these assays?
HT1080 cytotoxicity: -4%

What do the screens show for `CCc1nc(N)c(C#N)c(-c2ccco2)c1C`?
LYP inhibition: -1%; HT1080 cytotoxicity: -2%

How did O=c1ccn([C@@H]2O[C@H](CO)[C@@H](O)[C@H]2O)c(=O)[nH]1 do in these assays?
LYP inhibition: 14%; HT1080 cytotoxicity: 2%

What do the screens show for `NCCCS(=O)(=O)O`?
LYP inhibition: 25%; HT1080 cytotoxicity: -3%

How did COc1ccc(CC(=O)Nc2nccs2)cc1OC do in these assays?
Spn PMK inh: 5; DPM-DC inhibit: inactive; MK inhibit: 9

How did O=C(CN1C(=O)NC2NC(=O)NC21)NC1CCCCC1 (configuration not stated) do in these assays?
Spn PMK inh: 21; DPM-DC inhibit: inactive; MK inhibit: 6

What do the screens show for `CCOC(=O)c1[nH]c(C(=O)O)c(CCN(CC)CC)c1C`?
Spn PMK inh: 19; DPM-DC inhibit: inactive; MK inhibit: 1

Of the compounds above, these contain sulfur.
What do the screens show for `NCCCS(=O)(=O)O`?
LYP inhibition: 25%; HT1080 cytotoxicity: -3%

How did COc1ccc(CC(=O)Nc2nccs2)cc1OC do in these assays?
Spn PMK inh: 5; DPM-DC inhibit: inactive; MK inhibit: 9

Sorted by SMILES length (falling): some entries from above
What do the screens show for `CCOC(=O)c1[nH]c(C(=O)O)c(CCN(CC)CC)c1C`?
Spn PMK inh: 19; DPM-DC inhibit: inactive; MK inhibit: 1

How did O=C(CN1C(=O)NC2NC(=O)NC21)NC1CCCCC1 (configuration not stated) do in these assays?
Spn PMK inh: 21; DPM-DC inhibit: inactive; MK inhibit: 6

What do the screens show for `CCc1nc(N)c(C#N)c(-c2ccco2)c1C`?
LYP inhibition: -1%; HT1080 cytotoxicity: -2%
